ASM inhibitor: inhibitors of human secretory acid sphingomyelinase; P17405; placental ASM, HMU-PC fluorogenic substrate, 60 min; Potency, µM (doses to about 57.5 µM), without a hit: at the top dose activity change, negative = inhibition, hits mostly inhibitors; 340,000 compounds, 0.006% hits; AID 504937; note: potency is the fitted concentration of half-maximal effect
Target sequence (P17405 47-631 limits assumed): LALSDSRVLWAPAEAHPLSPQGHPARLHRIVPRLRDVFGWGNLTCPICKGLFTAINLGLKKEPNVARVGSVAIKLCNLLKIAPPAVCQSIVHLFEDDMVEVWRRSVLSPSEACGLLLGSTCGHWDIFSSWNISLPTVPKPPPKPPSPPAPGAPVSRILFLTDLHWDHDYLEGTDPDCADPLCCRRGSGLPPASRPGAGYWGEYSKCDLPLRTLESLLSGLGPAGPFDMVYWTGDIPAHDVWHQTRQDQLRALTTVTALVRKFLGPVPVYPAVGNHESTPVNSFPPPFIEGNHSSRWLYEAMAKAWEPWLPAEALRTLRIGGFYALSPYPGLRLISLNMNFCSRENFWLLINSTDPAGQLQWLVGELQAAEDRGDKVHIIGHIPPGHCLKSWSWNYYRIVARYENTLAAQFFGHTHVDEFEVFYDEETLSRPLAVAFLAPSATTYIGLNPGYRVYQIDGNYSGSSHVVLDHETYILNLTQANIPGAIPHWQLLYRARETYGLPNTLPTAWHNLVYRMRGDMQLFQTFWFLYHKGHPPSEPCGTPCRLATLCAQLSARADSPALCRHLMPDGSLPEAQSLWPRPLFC
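Human placenta-derived ASM enzyme was preincubated with compound for 10 minutes at room temperature, then given fluorogenic substrate HMU-PC0 (9 uM final) for 60 minutes at 37 °C; a pH 10 stop preceded fluorescence reading at Ex 386/Em 447 nm.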
MLL CXXC-DNA inh: inhibitors of human MLL CXXC domain-DNA interaction; MLL-CXXC / FITC-HOXA9 DNA fluorescence polarization; Potency, µM (titrated, usually from 115 µM), for inactives: top-dose activity change, negative = inhibition, hits mostly inhibitors; 290,000 compounds, 0.037% hits; active = well fitted inhibition curve with a large enough effect in the polarisation, with a control signal flat, not every such curve was filed as active; inconclusive = small, poorly fitted or top-dose-only effect, or effect the other way, or a change in a side signal; inactive = no such curve, though single readings can be large or run the other way; the % refers to the polarisation; note: potency is the fitted concentration of half-maximal effect
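Steps: dispense CXXC domain solution (7 uM) → pin compounds or unlabeled HOX-A9 DNA control → 5 min ambient → add FLSN-HOX-A9 solution (50 nM) → spin → 30 min ambient → fluorescence polarization. Tris pH 7.5/NaCl/DTT/BSA buffer.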
A-T KAP1 phos: candidate therapy for ataxia-telangiectasia. […] A-T fibroblasts, KAP-1 phosphorylation AlphaLISA; neocarzinostatin DNA damage 30 min before lysis. Potency, µM (series often up to 57.5 µM), for the others: at the top dose activation, actives largely listed as activators. 320,000 compounds, 0.19% hits. AID 485349; note: potency is the fitted concentration of half-maximal effect; % of control where 0% means no effect; nearly all actives have a fitted effect of over 45% in size
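ATM-like activity read as KAP-1 phosphorylation via AlphaLISA donor/acceptor antibody pairs after lysis and 6 hr at 25C. Cells were ATM-null patient fibroblasts ([…], hTERT), dosed 60 min, then exposed to the DSB inducer NCS for 30 min.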
Menin-MLL TR inh: menin-MLL binding inhibition, Texas Red mutant peptide | O00255 | Menin + Texas Red MLL mutant peptide, fluorescence polarization | Potency, µM (top dose mostly 61.6 µM), inactives show at the top dose FP activity change, negative = inhibition, most hits filed as inhibitors | 270,000 compounds, 0.23% hits | AID 1768; active = well fitted inhibition curve with a large enough effect in the polarisation, with a control signal flat, not every such curve was filed as active; inconclusive = small, poorly fitted or top-dose-only effect, or effect the other way, or a change in a side signal; inactive = no such curve, though single readings can be large or run the other way; the % refers to the polarisation; note: potency is the fitted concentration of half-maximal effect; % of control where 0% means no effect; many of its hits are not listed in these tables
TSG101-PTAP inh: blocks PTAP/TSG101 interaction to inhibit HIV-1 budding. Q99816. AID 493005. Potency, µM (series often up to 115 µM), without a hit: top-dose activity change, negative = inhibition, hits mostly inhibitors. 340,000 tested, under 10 active. Fluorescence polarization, FITC-PTAP peptide / Tsg101 binding; active = well fitted inhibition curve with a large enough effect in the main read-out, with a control signal flat, not every such curve was filed as active; inconclusive = small, poorly fitted or top-dose-only effect, or effect the other way, or a change in a side signal; inactive = no such curve, though single readings can be large or run the other way; note: potency is the fitted concentration of half-maximal effect; % of control where 0% means no effect
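Compounds were pin-transferred onto Tsg101 binding domain (10 uM final) in HEPES pH 7.5 buffer, then FITC-PTAP peptide was added at 50 nM final. After 20 min at RT, polarization reported peptide displacement across a qHTS concentration series.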
Mito fusion yeast: blocks mitochondrial division or promotes mitochondrial fusion | AID 485298 | Potency, µM (series often up to 46.1 µM), for the others: top-dose growth rescue (activation), hits mostly activators | S. cerevisiae fusion-defective mutant growth rescue, CellTiterGlo 48 h | 320,000 compounds, 0.23% hits;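 note: potency is the fitted concentration of half-maximal effect; % of control where 0% means no effect; nearly all actives have a fitted effect of over 45% in size; temperature-sensitive fusion mutants such as fzo1-1 at 37 °C on non-fermentable ethanol glycerol medium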
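Luminescent cell viability in 1536-well qHTS format served as the measure of rescued growth in ts fusion-mutant S. cerevisiae cultured on non-fermentable YPEG for 48 hours at 37C.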
TCR act: activates T cell receptor signaling. primary human leukocytes, anti-CD3, IL-2 HTRF, 48 h. Potency, µM (doses to about 9.22 µM), inactives show at the highest dose activation of IL-2 secretion, hits mostly activators. 330,000 tested, under 10 active. AID 504894; note: % of control where 0% means no effect
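Primary human leukocytes receive a-CD3 beads and test compound and are incubated 48 hr. Secreted IL-2 is then assayed by HTRF, measuring 665nm acceptor emission after 320nm excitation of the europium donor.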
TSHR antagonist: antagonists of human thyroid stimulating hormone receptor; P16473; TSHR-expressing cells, TSH-stimulated cAMP HTRF, 2 h; hits give low values; activity change, negative = inhibition, % at 11.5 µM; 330,000 compounds, 0.2% hits; AID 504810;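 active = activity change below a set negative limit, meaning inhibition stronger than a set level, cut at about -70% in these data; inconclusive = activity change between two set negative limits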; note: % is set by controls: 0 for no effect and ±100 for the full control effect
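Freshly harvested TSHR cells receive pin-tooled compound, then EC80 TSH at 4nM final. After 2 hours at 37 deg C, antibody in lysis buffer and cAMP-d2 are added; 30 minutes at ambient temperature precede the HTRF read.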
MBNL1-CUG inh: blocks human MBNL1 binding to CUG repeat RNA; Q9NR56; Potency, µM (doses to about 57.5 µM), for inactives: top-dose activity change, negative = inhibition, hits mostly inhibitors; 280,000 compounds, 0.036% hits; TR-FRET MBNL1-His/biotin-(CUG)12 binding, 665/545 ratio; AID 2675; active = well fitted inhibition curve with a large enough effect in the signal ratio, with a control signal flat, not every such curve was filed as active; inconclusive = small, poorly fitted or top-dose-only effect, or effect the other way, or a change in a side signal; inactive = no such curve, though single readings can be large or run the other way; the % refers to the signal ratio; note: potency is the fitted concentration of half-maximal effect; % is set by controls: 0 for no effect and ±100 for the full control effect
Target sequence (Q9NR56 whole entry, looked up): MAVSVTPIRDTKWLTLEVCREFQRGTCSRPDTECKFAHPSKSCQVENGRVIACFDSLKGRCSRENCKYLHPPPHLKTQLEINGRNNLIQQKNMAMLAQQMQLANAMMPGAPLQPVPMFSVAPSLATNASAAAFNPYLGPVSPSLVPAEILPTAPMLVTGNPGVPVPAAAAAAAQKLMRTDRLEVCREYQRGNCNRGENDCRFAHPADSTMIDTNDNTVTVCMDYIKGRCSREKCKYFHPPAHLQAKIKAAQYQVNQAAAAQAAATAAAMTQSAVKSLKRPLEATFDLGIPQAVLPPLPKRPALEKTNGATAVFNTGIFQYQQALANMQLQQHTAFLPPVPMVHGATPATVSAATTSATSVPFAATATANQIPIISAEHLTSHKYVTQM
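TR-FRET between His-tagged MBNL1 and biotin-(CUG)12 RNA, detected with Tb anti-His antibody (0.055 ng/ul) and streptavidin-XL665 (5 nM), 60 min at room temperature. Compounds titrated 92 nM to 58 uM; 665/545 nm ratio normalized to buffer and complex controls.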
Integrin act MD: activators of alpha7 integrin expression for muscular dystrophy. alpha7betagal myoblasts, beta-gal FDG fluorescence, 48 h. Potency, µM (titrated, usually from 38.3 µM), for the others: at the top dose activation, hits mostly activators. 350,000 compounds, 0.064% hits;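 note: potency is the fitted concentration of half-maximal effect; 100% = response of the positive control SU9516; nearly all actives have a fitted effect of over 60% in size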
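alpha7betagal+/- myoblasts (passage 13, 250/well) treated 48 h at 37C with compounds at 1:260 dilution of DMSO stock. Lysed, then beta-galactosidase activity read as FDG fluorescence (ex 480/em 540) after 30 min, with pre-read for autofluorescence.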
* marks the source's active call; other numbers are inactive results; ? = inconclusive; · = no result given; [ ] = another dose, or the depositor's remark. Unless noted, calls come from the whole dose curve; as a rule, active = well fitted curve in the direction sought with a large enough effect; inconclusive = small, poorly fitted or top-dose-only effect, or another doubt; inactive = no such curve, though single readings can be large; an effect the other way counts as inactive or inconclusive.

SMILES	ASM inhibitor	MLL CXXC-DNA inh	A-T KAP1 phos	Menin-MLL TR inh	TSG101-PTAP inh	Mito fusion yeast	TCR act	TSHR antagonist	MBNL1-CUG inh	Integrin act MD
Cc1ccc(S(=O)(=O)N(C)c2ccc(OCC(=O)Nc3ccc(C(=O)N(C)C)cc3)cc2)cc1C	4%	·	-8%	·	2%	-2%	-1%	8	·	21%
Cc1nn(Cc2ccccc2Cl)c(C)c1NC(=O)CCCn1nc(C)c([N+](=O)[O-])c1C	-2%	1%	0%	-4%	5%	-1%	1%	-21	-18%	2%
Cc1noc(C)c1COc1cccc(C(=O)Nc2ccc(OCc3ccccc3)cc2)c1	-6%	-14%	4%	24%	-3%	1%	0%	-6	10%	-21%
Cc1cc(NC(=O)C(=O)NCCN2CCN(C(=O)c3cccs3)CC2)ccc1Br	-1%	-4%	-1%	7%	-1%	-6%	7%[46.1 µM]	-1	-4%	17%
CN(C)S(=O)(=O)c1ccc(S(=O)(=O)NCc2ccc3c(c2)OCO3)cc1	2%	105%[activator]	-7%	18%	-1%	5%	·	-8	2%	1%
O=C(O)C/C(=C\c1cccc(NC(=O)c2ccccc2Cl)c1)c1nc2ccccc2s1	0%	6%	17%	·	-1%	?	-10%	3	11%	26%
Cc1cc(C)cc(NC(=O)N2CCCC2C(=O)Nc2ccc(-n3cnnn3)cc2)c1 (stereo not drawn)	1%	-6%	2%	-11%	-2%	0%	2%	-1	-4%	14%
Cc1c(C(=O)NCCCN2CCCC2=O)oc2ccc(S(=O)(=O)N3CCOCC3)cc12	-2%	0%	-1%	12%	-5%	4%	-6%	6	-6%	2%
CCN1/C(=C/C=C/C=C/c2sc3ccccc3[n+]2CC)Sc2ccccc21	·	?	32µM*	?	·	?	·	-28	?	·
Cc1c(Cl)cccc1NC(=O)COC(=O)Cc1ccsc1	-1%	·	8%	·	-6%	-1%	-1%	-29	·	-20%
Cc1c(NC(=O)C(C)OC(=O)c2cccc([N+](=O)[O-])c2)c(=O)n(-c2ccccc2)n1C (stereo not drawn)	6%	2%	0%	-1%	0%	-5%	-45%	-9	·	3%
Cc1ccn2c(CN(C)CCn3nc(C)cc3C)c(C(=O)N3CCCCCC3)nc2c1	4%	1%	-1%	-18%	-5%	-4%	5%	2	-2%	-14%
CCn1c(O)c(/C=N/N=C/c2ccccc2)c2ccc(C3=NNC(=O)CC3)cc21	-4%	?	·	-2%	?	0%	1%	-4	13%	17%
O=C(N/N=C\c1ccc(F)cc1)c1cc(OCC(F)(F)F)ccc1OCC(F)(F)F	-1%	-12%	1%	6%	-1%	3%	4%	-5	1%	10%
COc1cc(N2N=C(c3ccccc3)CC2c2ccccc2)c(C=O)cc1C=O (stereo not drawn)	187%[activator]	7%	0%	16%	1%	6%	1%	15	-1%	4%
COc1ccc(N(CC(=O)NC2CCS(=O)(=O)C2)S(=O)(=O)c2ccc(Cl)c(Cl)c2)cc1 (stereo not drawn)	-1%	·	1%	·	-4%	-3%	-1%	6	·	-3%
O=C(CCN1C(=O)c2ccccc2C1=O)Nc1cccc(S(=O)(=O)N2CCCCC2)c1	-1%	0%	4%	3%	-5%	-2%	0%	3	2%	-18%
CN(C)c1ccc(NC(=O)CN2CCc3ccccc3C2)cc1	0%	-3%	-6%	-15%	-2%	-2%	-8%	-11	-2%	16%
C=C(C)Cn1c(=S)[nH]c2ccccc2c1=O	-2%	-6%	·	13%	-3%	3%	4%	·	-3%	-23%
N#CC1=C(N)SC2(CCCCC2)SC1c1ccccc1 (stereo not drawn)	2%	-18%	-2%	24%	-2%	2%	-2%	16	4%	-24%
COc1ccc(CNc2oc(C)nc2C#N)cc1	0%	-3%	1%	-11%	-6%	0%	0%[46.1 µM]	3	-8%	-3%[7.66 µM]
Cc1ccc(OCCN2C(=O)C(=O)c3cccc(C)c32)cc1	0%	-3%	-4%	?	-6%	4%	-4%	0	22%	-24%
CCn1c(CNC(=O)c2ccc3c(c2)OCO3)nnc1SCC(=O)Nc1ccccc1F	9%	-2%	3%	?	-8%	-4%	7%	-11	-2%	9%
O=C(CN1CCN(S(=O)(=O)c2ccc(Br)cc2)CC1)Nc1ccccc1C(=O)c1ccccc1	-9%	1%	2%	-1%	2%	0%	1%[46.1 µM]	2	-4%	15%
CCCCNC(=O)CCSc1ccc(C)cc1	2%	-15%	-3%	-5%	-1%	0%	2%[46.1 µM]	1	·	7%

Other compounds:
SMILES	ASM inhibitor	MLL CXXC-DNA inh	A-T KAP1 phos	Menin-MLL TR inh	TSG101-PTAP inh	Mito fusion yeast	TCR act	TSHR antagonist	MBNL1-CUG inh	Integrin act MD
CCN(CC)C(=O)[C@H]1C[C@H](CC(=O)NC/C=C(\C)CCC=C(C)C)C(=O)N2CCc3c([nH]c4ccc(Cl)cc34)[C@]12C	-18%	·	-3%	·	-11%	·	-2%[46.1 µM]	-6	·	7%
COCCn1c(SCC(=O)c2ccccc2)nc2ccccc2c1=O	-3%	0%	0%	4%	-1%	?	2%	-19	-1%	-12%
CCOc1cc(N2CCOCC2)c(OCC)cc1NC(=O)CN1CCCC(C)C1 (stereo not drawn)	0%	4%	-7%	-3%	-2%	-5%	6%[46.1 µM]	0	-12%	-14%
CCOc1cccc2sc(NC(=O)CC)nc12	2%	-11%	1%	-1%	-1%	0%	6%	-4	2%	15%
O=C(NC1CCCCC1)c1cc(-c2ccco2)on1	-2%	-2%	-3%	0%	0%	0%	-2%	1	0%	-1%
CC(=O)c1ccc(NC(=O)c2ccc(S(=O)(=O)c3ccccc3)cc2)cc1	-6%	?	-6%	27%	1%	-3%	-1%	-5	·	-10%
COc1ccc(C(=O)Nc2ccc3nc(N4CCOCC4)sc3c2)cc1OC	-3%	·	5%	·	2%	2%	0%	-6	·	12%
CC(=O)COC(=O)CCc1nc2ccccc2[nH]c1=O	16%	8%	6%	11%	-6%	-6%	-5%	32	14%	0%
O=C(/C=C/c1ccccc1)c1ccccn1	5%	4%	0%	-14%	-8%	-1%	1%	12	-3%	-37%
Cc1cc(C(=O)Nc2ccccn2)no1	2%	4%	-5%	-19%	-2%	-3%	-2%	-4	0%	20%
Cc1cc(-c2ccccc2)nc(N(C)NC(=O)c2c(F)cccc2F)c1S(C)(=O)=O	-20%	15%	4%	-12%	0%	24%	5%	19	-1%	-22%
[O-]/[N+](=C\c1ccccc1)c1ccccc1	-6%	·	6%	·	·	-12%	5%	-26	·	21%
CC(NC(=O)c1ccc(Cl)cc1)C(=O)N1CCCCC1 (stereo not drawn)	3%	6%	1%	-3%[11.7 µM]	-1%	2%	2%	-6	9%	15%
CCOc1ccccc1OCCCC(=O)NC1=NCCS1	6%	7%	1%	34%[activator]	-4%	-1%	9%	3	-3%	-5%
COc1ccc(NC(=O)O/N=C/c2ccncc2)cc1	0%	-8%	5%	18%	-5%	-4%	·	-3	4%	-31%
O=S(=O)(c1ccc(Cl)s1)N1CCN(CCc2ccccc2)CC1	3%	-2%	4%	·	0%	1%	-4%	6	-6%	0%
CCOc1ccc(NC(=O)/C=C/c2ccc(OC)cc2)c([N+](=O)[O-])c1	-3%	4%	-1%	3%	6%	-4%	3%[46.1 µM]	0	-5%	-33%
O=C(NC1=NCCS1)c1cccc(S(=O)(=O)N2CCc3ccccc32)c1	0%	-2%	-4%	?	-1%	-3%	4%	-3	0%	-11%
CC(=O)N(CC1CCCO1)C1(C(=O)NC2CCCC2)CCCCC1 (stereo not drawn)	2%	-7%	·	1%	0%	-1%	-1%	-5	-6%	-1%
[O-][N+]12CC[N+]([O-])(CC1)c1ccccc12	3%	1%	2%	11%	0%	4%	-2%	1	-10%	6%
O=C1/C(=C/c2cccnc2)Oc2cc(OS(=O)(=O)c3ccc(Cl)cc3)ccc21	-1%	-3%	·	11%	-7%	-1%	·	-28	-10%	-6%
O=[N+]([O-])c1c(C(Cl)Cl)nn(-c2ccccc2)c1N1CCCC1	-12%	1%	-4%	4%	-4%	-1%	·	3	-5%	-29%
Cc1cccc(NC(=O)[C@@H]2CCCN2C(=O)OC(C)(C)C)c1C	3%	-4%	0%	0%	-2%	12%	-1%	1	0%	-3%
CC(C)(C)CC(=O)Nc1ccc(C(N)=O)cc1	4%	-6%	1%	24%	-2%	-5%	-9%[46.1 µM]	-8	-3%	3%
Cc1cc(Nc2cccc(Cl)c2)nc(NCc2ccccc2)n1	?	8%	-2%	24%	-6%	-22%	0%[46.1 µM]	-12	?	-44%
Cc1ccc(S(=O)(=O)NCC(=O)N(CC(=O)NCc2ccco2)Cc2ccccc2)cc1	1%	3%	-6%	·	-6%	6%	2%	5	-4%	-17%

Source: PubChem BioAssay

A portion of the library, so the mix of outcomes need not match the whole.
